TNF death inh: blocks TNF-alpha induced death of Jurkat FADD-/- cells | Jurkat FADD-/- TNF necroptosis rescue, ATP luminescence, 24 h; 0 = TNF only, 100 = no-TNF cells | activation (protection from cell death), % at 10 µM | actives 0.068% (n = 220,000);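 active = activation, meaning protection from cell death, of at least 50% relative to plate controls; inactive = activation below 50%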;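 also: necroptosis triggered by 40 ng/mL TNF-alpha added together with compound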
CHOP inh: CHOP inhibition in unfolded protein response. CHO-K1 CHOP-promoter luciferase, tunicamycin-induced, 15-18 h. inhibition, % at 10 µM. actives 3.8% (n = 220,000). AID 2732;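 active = compounds that reduced the stress-induced luciferase reporter signal by more than about 70% of percent inhibition, limit read from the data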;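 also: 0% = tunicamycin plus vehicle and 100% = wells without tunicamycin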
zVAD death inh: L929 zVAD cell death inhibition. L929 zVAD necroptosis rescue, ATP luminescence, 24 h; with zVAD 60 µM. viability rescue, % at 10 µM. actives 0.38% (n = 220,000). AID 1377;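 active = activation, scaled between plate controls, above about 75%, limit read from the data; inactive = activation under that limit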;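 also: 0% = zVAD with DMSO and 100% = DMSO alone without zVAD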
PPC-1+TRAIL kill: kills PPC-1 cancer cells in the presence of TRAIL | PPC-1 cells + TRAIL, ATPLite viability luminescence | cell killing (% activity), % at 4 µM | actives 0.41% (n = 220,000) | AID 1443;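 active = cell killing above 50% in the first pass at 4 µM, then a duplicate retest at 5 µM averaging 50% or more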;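 also: plate controls were cells with TRAIL plus DMSO for no effect and medium-only wells lacking cells for full effect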
Wee1 stabilizer: inhibitors of human Wee1 degradation | P30291 | HeLa Luc-Wee1K328M stability, luciferase luminescence; 100% = proteasome inhibitor MG132 effect | reporter increase, % at 5 µM | actives 1.2% (n = 220,000) | AID 1321;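 active = activation above the mean of all tested compounds plus 3 SD, set per screening run, cut at about 8.8% in these data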;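 also: cells exposed to compound for 20 h before luminescence read; 0% = DMSO alone and 100% = MG132 at 30 µM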
EP2 antag: EP2 receptor (human) inhibition. P43116. C6 glioma cells expressing human EP2, cAMP TR-FRET; cells stimulated with saturating PGE2. inhibition, % at 25 µM. actives 0.52% (n = 260,000);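 active = percent inhibition above 40 after rounding to a whole number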;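 also: rat C6 glioma host cells with rolipram phosphodiesterase inhibitor present; the protocol text gives 20 µM as final concentration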
Target sequence (P43116 whole entry, looked up): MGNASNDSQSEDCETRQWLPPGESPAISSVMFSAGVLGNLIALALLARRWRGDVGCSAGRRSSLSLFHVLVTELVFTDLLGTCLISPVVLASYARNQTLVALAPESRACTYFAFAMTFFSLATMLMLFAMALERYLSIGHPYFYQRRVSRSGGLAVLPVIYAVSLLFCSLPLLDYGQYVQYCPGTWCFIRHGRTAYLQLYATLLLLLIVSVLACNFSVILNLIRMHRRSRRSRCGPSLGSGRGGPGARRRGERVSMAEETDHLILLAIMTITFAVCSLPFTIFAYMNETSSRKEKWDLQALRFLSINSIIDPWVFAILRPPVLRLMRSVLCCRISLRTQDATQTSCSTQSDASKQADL
FXIa inh 1536: blocks human coagulation factor XIa protease activity. P03951. purified FXIa, Boc-Glu-Ala-Arg-AMC fluorogenic substrate. inhibition, % at 5 µM. actives 0.14% (n = 220,000). AID 798;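 active = inhibition of at least 40%; inactive = inhibition below 40%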;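 also: fluorescence of freed AMC excited at 355 nm; 0% = enzyme without compound and 100% = no enzyme blank; many of its hits are not listed in these tables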
FXIIa inh 1536: inhibitors of human coagulation factor XIIa; P00748; purified FXIIa, Boc-QGR-AMC fluorogenic substrate, 2 h; inhibition, % at 5 µM; actives 0.3% (n = 220,000); in the data active = inhibition above about 40%;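 also: 0% = enzyme with no compound and 100% = blank without enzyme; many of its hits are not listed in these tables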
Target sequence (P00748 20-372 limits assumed): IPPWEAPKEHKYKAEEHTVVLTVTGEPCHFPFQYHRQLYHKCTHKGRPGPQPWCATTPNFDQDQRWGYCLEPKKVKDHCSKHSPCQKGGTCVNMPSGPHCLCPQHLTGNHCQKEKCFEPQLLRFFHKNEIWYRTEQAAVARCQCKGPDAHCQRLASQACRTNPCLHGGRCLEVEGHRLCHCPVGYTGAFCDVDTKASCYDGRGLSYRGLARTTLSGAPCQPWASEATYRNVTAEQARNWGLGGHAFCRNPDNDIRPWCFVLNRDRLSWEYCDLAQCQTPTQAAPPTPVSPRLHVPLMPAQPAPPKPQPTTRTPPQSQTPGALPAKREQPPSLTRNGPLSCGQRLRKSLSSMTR
Target sequence (P00748 373-615 limits assumed): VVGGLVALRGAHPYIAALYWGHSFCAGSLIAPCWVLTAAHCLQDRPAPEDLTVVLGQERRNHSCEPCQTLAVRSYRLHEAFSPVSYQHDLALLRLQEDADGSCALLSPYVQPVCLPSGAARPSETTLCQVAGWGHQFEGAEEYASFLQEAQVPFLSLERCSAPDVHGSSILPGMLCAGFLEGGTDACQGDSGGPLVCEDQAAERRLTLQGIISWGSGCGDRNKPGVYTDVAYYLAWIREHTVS
TbHK1 inh: T. brucei hexokinase 1 inhibition; recombinant TbHK1, G6PDH-coupled NADH A340; inhibition, % at 10 µM; actives 0.11% (n = 220,000); AID 1430;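 active = inhibition of 50% or more in the single-dose primary screen; inactive = inhibition below 50%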
The depositor's hits bear a star; nt = no result given; & = joins results of further samples.

Screens in order – TNF death inh	CHOP inh	zVAD death inh	PPC-1+TRAIL kill	Wee1 stabilizer	EP2 antag	FXIa inh 1536	FXIIa inh 1536	TbHK1 inh
COc1ccc(OC)c(N2C(=O)NC(=O)C(CCc3ccncc3)(CCc3ccncc3)C2=O)c1
    -0.9	12.5	0.1	17.1	1.4	25.6	-3.9	1.4	-1.7
C=CCn1c(O)c(C(C)=NCc2ccco2)c(=O)[nH]c1=O
    -1.4	-4.4	-0.2	2.0	-0.4	0.8	1.5	2.0	-4.9
COc1ccc(CN2C(=O)NC(=O)/C(=C/c3ccc([N+](=O)[O-])o3)C2=O)cc1
    0.1	1.9	0.7	nt	-1.7	5.0	-5.0	5.4	5.8
CN(C)C(=O)Oc1ccc(Br)c2ccccc12
    -0.5	25.5	0.5	0.6	-1.4	3.2	-1.0	4.4	0.3
O=c1[nH]c(=O)n(-c2ccc(F)cc2)c(O)c1C=NCCN1CCCCC1
    0.2	-0.7	0.9	18.9	2.3	10.1	3.8	3.1	2.4
CCCCn1c(O)c(C(CC)=NCCN2CCCCC2)c(=O)[nH]c1=O
    0.3	26.9	1.4	-1.0	-1.1	7.3	-1.3	27.5	-8.6
CN1CCN(c2cc([N+](=O)[O-])ccc2Cl)CC1
    -0.6	22.0	0.0	1.6	0.5	7.2	0.2	10.6	-1.2
CCOC(=O)N1CCC(NC(=O)CCc2nc(C3=CCN(C)CC3)no2)CC1
    1.6	3.9	0.0	-20.3	0.6	6.9	1.3	10.1	0.5
Cc1ccc(N2C(=O)/C(=C/c3ccc(CN(CCC#N)S(C)(=O)=O)o3)C(=O)NC2=S)cc1C
    -2.2	4.2	0.0	18.4	-2.2	16.6	3.5	14.6	7.5
Cc1ccsc1C(=O)C1CCCN(Cc2cc(C(C)C)n[nH]2)C1 (stereo unspecified)
    1.7	12.6	0.0	0.8	-2.4	10.4	-3.5	4.7	1.0
OCC#CC[N+]1(CC#Cc2ccccc2)CCCC1
    -0.8	46.8	1.0	nt	-0.2	4.8	-2.4	6.7	-2.5
O=C(Cc1ccccc1)Oc1ccc(N2C(=O)CCC2=O)cc1
    0.8	9.5	-0.2	-1.5	-0.9	17.1	2.2	15.3	2.6
CC(C)c1ccc(C2N3CCCN23)cc1 (stereo unspecified)
    1.5	4.4	0.1	14.8	4.0	2.6	3.5	6.0	0.4
Cc1ccc(-c2nc3ccccc3c(=O)n2-c2ccc(Br)cn2)cc1
    -2.4	6.4	-1.0	2.6	2.9	3.4	0.5	9.0	-2.6
Cc1ccc(C(=O)C2CN(C)CC2C(=O)c2ccc(C)cc2)cc1 (stereo unspecified)
    0.3	7.2	0.2	0.0	0.8	19.8	7.3	1.1	2.1
Nc1ccc(N2CCN(Cc3ccccc3Cl)CC2)c(Cl)c1
    -3.7	5.6	-0.2	30.1	0.1	15.1	5.9	23.2	1.3
CCCC/C(C)=C/[C@@H](NP(=O)(c1ccccc1)c1ccccc1)c1ccccc1
    -1.2	10.2	-2.7	31.9	-1.7	7.7	8.9	17.1	6.3
COc1cc2c(cc1OC)[C@@]13CCN4CC5=CCO[C@H]6CC(=O)N2[C@H]1[C@H]6[C@H]5C[C@H]43
    0.7	11.9	-0.1	-15.0	3.6	15.0	11.6	19.5	-0.4
CCOc1cccc(N2C(=O)CC(=O)NC2=O)c1
    -1.0	19.2	0.1	-25.8	0.2	10.5	0.7	-1.2	10.9
COc1ccc(CC[n+]2cc(/N=C(\C)[O-])on2)cc1OC
    -1.2	19.2	0.1	1.3	-0.5	14.2	4.4	16.2	-6.6
O=C1CN=C(c2cccs2)c2c(sc3c2CCCC3)N1
    -10.7	nt	0.3	6.7	7.5	2.2	-0.3	12.4	-6.3
CN1CCN(C(=O)COc2ccc(C(C)(C)C)cc2Br)CC1
    -0.7	59.7	0.5	-3.9	0.9	13.4	-4.0	2.8	-11.8
C=Cn1ccnc1P(=S)(c1ccc(Cl)cc1)c1nccn1C=C
    -0.4	-6.5	-0.1	6.2	1.4	7.0	-6.1	0.8	-5.5
CCC1(CCCC(=O)c2ccc(F)cc2)C(=O)NC(=S)NC1=O
    0.3	8.7	0.8	-3.2	-2.9	5.4	-0.5	9.7	34.8
CCn1cc(C(=O)N2CCOCC2)c2ccccc21
    -0.1	0.8	-0.4	-5.3	0.3	1.6	9.8	13.1	9.7
CN(C)C(=O)Oc1ccc(-c2nnco2)cc1
    0.6	-40.9	0.8	19.4	1.5	6.1	2.3	8.0	1.1
O=C(CNC(=O)c1ccccc1Cl)Nc1ccc(Br)cc1C(=O)c1ccccc1
    -0.2	22.7	-0.1	2.5	-2.5	6.0	-8.2	-6.8	4.2
O=C1NC(=O)N(c2ccccc2)C(=O)/C1=C\c1ccc2c3c(cccc13)CC2
    1.1	25.7	0.1	26.6	-2.1	9.9	2.7	9.1	-11.5
O=C(COc1ccccc1)c1cn(Cc2ccccc2)c2ccccc12
    -1.1	24.9	0.2	2.0	5.5	7.5	4.7	2.1	1.3
CC(C)N1C(=O)NC(=O)C2(Cc3cc([N+](=O)[O-])ccc3N(C)C2c2ccccc2)C1=O (stereo unspecified)
    0.3	9.0	0.9	20.9	1.5	3.1	3.9	9.0	-9.6

Random excerpt: four entries already listed, in no set order.
Screens in order – TNF death inh	CHOP inh	zVAD death inh	PPC-1+TRAIL kill	Wee1 stabilizer	EP2 antag	FXIa inh 1536	FXIIa inh 1536	TbHK1 inh
CCCC/C(C)=C/[C@@H](NP(=O)(c1ccccc1)c1ccccc1)c1ccccc1
    -1.2	10.2	-2.7	31.9	-1.7	7.7	8.9	17.1	6.3
CN1CCN(C(=O)COc2ccc(C(C)(C)C)cc2Br)CC1
    -0.7	59.7	0.5	-3.9	0.9	13.4	-4.0	2.8	-11.8
CCOc1cccc(N2C(=O)CC(=O)NC2=O)c1
    -1.0	19.2	0.1	-25.8	0.2	10.5	0.7	-1.2	10.9
Cc1ccsc1C(=O)C1CCCN(Cc2cc(C(C)C)n[nH]2)C1 (stereo unspecified)
    1.7	12.6	0.0	0.8	-2.4	10.4	-3.5	4.7	1.0

(further entries)
Screens in order – TNF death inh	CHOP inh	zVAD death inh	PPC-1+TRAIL kill	Wee1 stabilizer	EP2 antag	FXIa inh 1536	FXIIa inh 1536	TbHK1 inh
Cc1nc2ncnn2c(C)c1CCC(=O)N1CCC2(CC1)OCCO2
    0.7	-6.6	0.1	12.5	5.5	8.3	18.5	18.4	3.6
O=C1c2ccccc2C(=O)N1Cc1nc2ccccc2c(=O)n1-c1ccc(Br)cn1
    -3.3	21.8	0.7	8.8	5.9	12.6	-16.0	7.9	4.2
CCCCCCn1c(O)c(C=NCCN2CCCCC2)c(=O)[nH]c1=O
    -1.1	26.5	0.1	-4.3	0.2	6.7	5.9	17.1	1.3
CCCCn1c(O)c(C(CC)=Nc2ccc(OC)cc2OC)c(=O)[nH]c1=O
    -1.6	57.3	-0.2	3.9	-3.5	7.4	18.0	28.7	-1.6
CN1CCN(c2cc(N3CCCCCC3)c(F)cc2[N+](=O)[O-])CC1
    4.3	18.3	2.7	35.0	-2.2	4.3	-2.7	-0.2	1.2
COC(=O)CN1C(=O)CN=C(c2ccccc2Cl)c2cc(Br)ccc21
    0.4	-4.3	-0.3	3.6	4.6	10.7	3.5	13.0	-6.6
Cc1c(N=Nc2c(O)[nH]c(=O)[nH]c2=O)c(=O)n(-c2ccccc2)n1C
    -0.6	-1.5	0.9	20.5	-1.4	1.1	-6.9	-1.4	-29.5
CCCC(C)C1(CC)C(=O)NC(=Nc2ccccc2)NC1=O (stereo unspecified)
    1.0	20.6	-0.3	-1.4	2.7	5.0	12.7	19.3	-1.6
CCOC(=O)c1c(/N=C/c2c(O)n(-c3ccc(F)cc3)c(=S)[nH]c2=O)sc2c1CCCC2
    -9.5	10.8	0.4	-19.5	-1.6	nt	0.6	11.8	0.6
Cc1cc(C)cc(N2C(=O)NC(=O)/C(=C\c3cc(C)n(C)c3C)C2=O)c1
    -3.9	9.7	1.5	15.5	4.4	0.1	-3.2	-0.3	-1.2
CCOP(=O)(OCC)/C(C#N)=C/c1ccc(Br)cc1
    -6.4	-9.2	-0.6	-6.5	-0.5	14.2	8.5	11.0	-15.6
COc1c2c(cc3c1OCO3)CC[N+](C)=C2
    0.2	19.0	0.5	1.5	-0.7	6.3&16.9	-1.2	4.6	-36.1
CC(=O)NC1CC2CCCC(C1)N2 (stereo unspecified)
    0.1	-6.9	0.0	0.3	-1.5	3.9	2.7	10.7	1.9
Cc1ccc(-n2c(O)c(C=NCc3ccco3)c(=O)[nH]c2=S)cc1C
    -13.2	16.0	0.1	2.2	-1.1	4.1	-2.3	9.3	-53.2
CC(=O)Nc1ccccc1C(=O)OCc1cccc(F)c1
    -1.4	10.9	2.6	-11.5	1.3	9.4	-2.9	5.0	-1.7
N[C@@H](Cc1c[nH]c2ccccc12)c1nnc(SCc2ccc(Cl)cc2)o1
    -6.8	31.2	-0.2	-11.4	-3.5	15.5	10.6	18.9	-7.2
CC(=NCCN1CCOCC1)c1c(O)n(-c2ccccc2C)c(=O)[nH]c1=O
    0.7	-0.7	0.8	1.1	3.1	4.7	3.5	17.9	6.1
Cc1[nH]c2ccccc2c1CCCNC1CCCCC1
    4.4	1.3	1.0	34.4	-1.5	3.5	1.9	2.4	9.0
COc1cc2ccc(=O)oc2c2ccoc12
    -4.0	4.8	16.4	9.6	-1.2	9.7&10.2	6.9	15.9	-15.9
O=C1/C(=C/c2cccnc2)N2CCC1CC2
    0.4	14.3	7.9	26.0	0.6	0.6	1.3	6.4	-5.7
COc1cccc(NP(=O)(Oc2ccccc2Cl)Oc2ccccc2Cl)c1
    1.5	91.0*	0.2	0.1	-1.8	9.8	6.9	2.0	12.3
COc1cc(/C=N/NC(=O)Cn2c([N+](=O)[O-])cnc2C)ccc1OC(=O)N(C)C
    0.4	13.1	-0.1	29.3	-0.9	11.8	-3.7	6.9	-15.5
OC(c1ccncc1)(c1ccc(F)cc1)c1ccc(F)cc1
    0.7	20.9	-0.1	18.3	1.0	10.8	-0.9	3.2	11.5
O=C(c1ccc(Cl)cc1)C1CCCN(C2CCSCC2)C1 (stereo unspecified)
    1.2	26.1	2.0	1.1	-1.9	6.7	0.1	7.2	-0.7
Cc1nn(Cc2ccccc2Cl)c(Cl)c1C(=O)OCC(=O)NCc1ccco1
    -1.7	21.0	-0.1	7.3	-1.0	7.4	-18.8	-19.8	-11.0
O=P(N[C@@H](c1ccccc1)[C@@H]1C[C@H]1CO)(c1ccccc1)c1ccccc1
    -1.0	-11.2	0.7	-11.7	0.4	3.0	8.8	18.2	0.1
NP(=O)(Oc1ccccc1Cl)Oc1ccccc1Cl
    3.5	-11.8	1.7	7.2	-0.6	-0.2	2.9	2.0	2.9
CCC(CC)NC1CCCCC1OC (stereo unspecified)
    1.4	12.9	-0.2	10.2	-3.6	7.1	-5.1	5.0	1.5
OCC12CO[C@@H]3c4ccccc4[C@H](OC1)N32 (stereo partly specified)
    0.4	40.3	-0.2	-7.1	-1.0	7.0	10.9	12.1	-6.5
C[N+]1(C)CCOC(O)(c2ccc(-c3ccc(C4(O)C[N+](C)(C)CCO4)cc3)cc2)C1 (stereo unspecified)
    0.7	-129.0&6.3	1.3	6.4	-1.8	12.8&18.4	2.2	13.4	-2.5

Source: PubChem BioAssay (several laboratories)

Only part of the results is shown. The share of hits here may be higher or lower than overall.
